M1 antag – antagonists of human M1 muscarinic receptor; CHO-K1 hM1, Fluo-8 calcium fluorescence, ACh EC80 antagonist; 360,000 tested, 1.3% active; P11229; inhibition, % at 3 µM;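 active = percent inhibition above its own plate's cutoff, namely the mean of that plate's compound wells plus 3 SD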;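 note: peak over basal fluorescence ratio during 140 s after agonist addition; 0% = ACh EC80 plus DMSO and 100% = DMSO alone without agonist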
OXTR potentiator – potentiators of human oxytocin receptor; CHO-OTR cells, Fluo-8 calcium fluorescence, potentiator mode; 0% = oxytocin EC15, 100% = EC100; activation, % at 3 µM; 320,000 tested, 0.061% active; AID 2445;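 active = activation above that plate's cutoff, the mean activation of tested compounds plus 3 SD, cut at about 6.6% in these data, passing the limit was not always enough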;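 note: 100% uses oxytocin at 75 nM as the full agonist control; some results filed as inactive read as strong as hits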
Target sequence (P30559 whole entry, looked up): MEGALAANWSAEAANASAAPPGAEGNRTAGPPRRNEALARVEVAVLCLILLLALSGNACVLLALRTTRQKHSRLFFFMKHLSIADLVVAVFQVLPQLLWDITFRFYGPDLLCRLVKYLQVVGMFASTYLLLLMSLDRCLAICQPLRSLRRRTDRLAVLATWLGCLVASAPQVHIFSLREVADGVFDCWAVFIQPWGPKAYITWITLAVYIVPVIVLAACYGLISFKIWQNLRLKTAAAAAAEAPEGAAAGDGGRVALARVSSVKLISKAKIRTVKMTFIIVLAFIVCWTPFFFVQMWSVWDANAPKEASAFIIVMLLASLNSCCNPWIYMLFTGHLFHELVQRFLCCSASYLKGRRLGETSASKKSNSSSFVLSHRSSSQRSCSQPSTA
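Replication – single well per compound, singlicate · Assay system – CHO cell line stably expressing human OTR · Timing – 6 min pre-incubation, 100 s read · Measure – normalized max/min fluorescence ratio, % activation · Doses – 3.0 µM, one dose · Detection – Fluo-8 calcium dye fluorescence · Probe or stimulus – oxytocin near EC15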
M1 PAM – potentiates human M1 receptor response to acetylcholine; CHO-K1 hM1, Fluo-8 calcium fluorescence, ACh EC20; 0% = ACh EC20, 100% = maximal ACh; activation, % at 3 µM; 360,000 tested, 0.088% active; AID 588819; in the data active = activation above about 19%, passing the limit was not always enough
CHO parental Ca – counter-screen for OX1R antagonists: effect in parental CHO cells; inhibition, % at 5.6 µM; parental CHO-K1, ATP-induced calcium, Fluo-8 fluorescence; AID 463079; 330,000 tested, 0.63% active;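 active = inhibition above that plate's mean sample inhibition plus 3 SD, cut at about 26% in these data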;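 note: 0% = ATP-challenged DMSO wells and 100% = DMSO wells without ATP; some compounds past the cut are filed as inactive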
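Assay system: parental CHO cells; Read-out basis: percent inhibition of ATP-evoked calcium rise, normalized to controls; Benchmarks: ATP and no-ATP DMSO wells; Compound dosing: single nominal dose of 5.6 µM per compound; Signal: Fluo-8 calcium dye fluorescence; Also added: ATP as calcium-mobilizing challenge; Repeats: singlicate.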
TAAR1 agonist – agonists of human TAAR1; CHO RD-HGA16 TAAR1, Fluo-8 calcium fluorescence; vehicle wells 0%, saturating PEA agonist 100%; activation, % at 3 µM; 360,000 tested, 0.99% active; AID 624467;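 active = activation above the mean activation of all test compounds in the run plus 3 SD, cut at about 38% in these data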
Target sequence (Q96RJ0 whole entry, looked up): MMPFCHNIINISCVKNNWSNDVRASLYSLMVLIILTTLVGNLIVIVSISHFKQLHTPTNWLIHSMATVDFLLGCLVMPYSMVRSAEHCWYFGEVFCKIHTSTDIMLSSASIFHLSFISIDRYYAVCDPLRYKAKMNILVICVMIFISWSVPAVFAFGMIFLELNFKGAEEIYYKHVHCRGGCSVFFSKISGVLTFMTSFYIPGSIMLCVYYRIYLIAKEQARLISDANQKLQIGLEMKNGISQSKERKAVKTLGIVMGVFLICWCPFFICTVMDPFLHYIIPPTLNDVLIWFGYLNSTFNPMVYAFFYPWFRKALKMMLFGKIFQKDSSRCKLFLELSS
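Assay system: CHO-derived RD-HGA16 cells with stable Gα16 and human TAAR1; timing: 17-24 h seeding, 75 min 37 °C dye, 30 min RT; read-out: % activation from peak over basal fluorescence ratio, DMSO-to-PEA scaled; measured by: kinetic Fluo-8 calcium fluorescence; benchmarks: low control DMSO, high control PEA (EC100); doses: 3 µM single concentration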
OXTR agonist – human OXTR agonism. activation, % at 3 µM. AID 2435. CHO-OTR cells, Fluo-8 calcium fluorescence; normalized: DMSO 0%, oxytocin 100%. 320,000 tested, 0.32% active. P30559;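 active = activation above the mean of all tested compounds plus 3 SD, cutoff set per screening run, cut at about 20% in these data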;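 note: peak over basal fluorescence ratio from a 100 s FLIPR kinetic read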
CHRM1 agonist – human M1 muscarinic receptor agonism. P11229. CHO-K1 hM1, Fluo-8 calcium fluorescence, agonist mode; 0% DMSO, 100% acetylcholine EC100. activation, % at 3 µM. 360,000 tested, 0.33% active;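 active = activation above the run's mean compound activation plus 3 SD, cut at about 16% in these data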;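 note: peak over basal fluorescence ratio within a 140 s kinetic read after compound addition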
V1aR counter – V1a receptor agonism, counter-screen for OXTR agonists; CHO-V1R cells, Fluo-8 calcium fluorescence, agonist mode; 0% DMSO, 100% 3 nM vasopressin; activation, % at 3 µM; AID 2797; 320,000 tested, 0.25% active;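 active = activation above the mean activation of all tested compounds plus 3 SD, per screening run, cut at about 20% in these data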;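 note: signal is peak over basal fluorescence ratio across a 100 second FLIPR read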
TAAR1 antagonist – antagonists of human TAAR1. Q96RJ0. CHO RD-HGA16 TAAR1, Fluo-8 calcium fluorescence, antagonist. inhibition, % at 3 µM. 360,000 tested, 1.5% active. AID 624466;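 active = inhibition above a per-plate cutoff, the mean inhibition of test compounds on that plate plus 3 SD, cut at about 49% in these data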;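 note: 0% = DMSO plus EC80 beta-PEA response and 100% = DMSO alone without agonist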
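Test system – hTAAR1-expressing CHO RD-HGA16 cells, Gα16-coupled · Also added – β-PEA at EC80 concentration, post-compound challenge · Compound – 3 µM, single point · Incubation – dye loading 75 min at 37 °C, then 30 min room temperature · Measured by – Fluo-8 intracellular calcium dye fluorescence, real-time kinetic reads · Benchmarks – vehicle and agonist controls · Replicates – singlicate, one well per test compound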
Starred values were filed as active, the others as inactive. This is a subset; rates above refer to the full screens.

`Cc1cc(/C=C2/C(=O)NC(=O)N(c3ccccc3)C2=O)c(C)n1-c1ccc(F)cc1` gave M1 antag -8.7, OXTR potentiator -23.9, M1 PAM 6.1, CHO parental Ca -19.0, TAAR1 agonist 9.6, OXTR agonist -0.4, CHRM1 agonist -0.9, V1aR counter -0.1 and TAAR1 antagonist -15.6.
`O=C(O)c1ccc(N=Cc2c(O)[nH]c(=O)[nH]c2=O)cc1` gave M1 antag -7.7, OXTR potentiator -2.4, M1 PAM 8.1, CHO parental Ca 0.8, TAAR1 agonist 0.4, OXTR agonist 1.1, CHRM1 agonist -2.6, V1aR counter 0.4 and TAAR1 antagonist -11.1.
`[Cl][Pt+2][Cl].[NH-]C1CCCCC1[NH-]` (stereo not given) gave M1 antag -13.9, OXTR potentiator -9.1, M1 PAM -1.2, CHO parental Ca 2.6, TAAR1 agonist 0.8, OXTR agonist -0.5, CHRM1 agonist -3.9, V1aR counter 0.1 and TAAR1 antagonist -4.1.
CN(C)c1ccc(-[n+]2c(-c3ccccc3)cc(-c3ccccc3)cc2-c2ccccc2)cc1 was read as M1 antag 55.7*, M1 PAM -32.7, TAAR1 agonist 12.7, CHRM1 agonist -10.7 and TAAR1 antagonist 33.6.
Screening CC(=O)c1c(C)n(C2CCCCC2)c2ccc(O)cc12 returned M1 antag -11.6, OXTR potentiator -8.3, M1 PAM 9.0, CHO parental Ca -14.8, TAAR1 agonist 7.2, OXTR agonist -2.6, CHRM1 agonist -2.3, V1aR counter 0.2 and TAAR1 antagonist 8.9.
COC(=O)C1=C(c2cccc(C#N)c2)C[C@@H]2CC[C@H]1N2C(=O)NCCCOC(C)C was read as M1 antag 5.4, OXTR potentiator -3.6, M1 PAM 10.0, CHO parental Ca -14.5, TAAR1 agonist 10.0, OXTR agonist -0.2, CHRM1 agonist 7.4, V1aR counter -1.2 and TAAR1 antagonist -21.0.
For COc1ccccc1-n1c(-c2cccs2)nc2ccccc2c1=O the results were M1 antag -5.5, OXTR potentiator 2.0, M1 PAM 3.9, CHO parental Ca -11.3, TAAR1 agonist 3.1, OXTR agonist -2.8, CHRM1 agonist -2.8, V1aR counter -0.9 and TAAR1 antagonist -0.1.
Cn1c(O)c(C(=Nc2ccc(F)cc2)c2ccccc2Cl)c(=O)n(C)c1=O was read as M1 antag -7.0, OXTR potentiator 3.7, M1 PAM 4.3, CHO parental Ca -4.9, TAAR1 agonist 9.0, OXTR agonist -1.8, CHRM1 agonist -4.0, V1aR counter -0.3 and TAAR1 antagonist 3.5.
CCOc1cccc(OCC)c2c(C)[n+](CC3CCCO3)c(C)c1-2 (stereo not given) was read as M1 antag 2.1, OXTR potentiator -7.0, M1 PAM -4.2, CHO parental Ca 3.6, OXTR agonist 0.2, CHRM1 agonist -3.6 and V1aR counter 0.4.
For COc1ccc(-c2nn(CCC#N)cc2C(=O)O)cc1 the results were M1 antag -3.9, OXTR potentiator -2.8, M1 PAM 2.4, CHO parental Ca -0.6, TAAR1 agonist 0.8, OXTR agonist 1.2, CHRM1 agonist -5.9, V1aR counter 1.4 and TAAR1 antagonist 10.1.
Cc1nc2c(=O)n(C)c(=O)nc-2n(C)n1 was read as M1 antag 5.2, OXTR potentiator -0.1, M1 PAM 8.6, CHO parental Ca -7.5, TAAR1 agonist 10.7, OXTR agonist 0.4, CHRM1 agonist -1.0, V1aR counter 1.2 and TAAR1 antagonist 8.2.
Screening CSc1ccccc1C(=O)C1CCCN(Cc2ccncc2)C1 (stereo not given) returned M1 antag 55.0*, OXTR potentiator -4.0, M1 PAM -23.3, CHO parental Ca -5.7, TAAR1 agonist 0.1, OXTR agonist 1.1, CHRM1 agonist -7.1, V1aR counter 0.5 and TAAR1 antagonist 1.9.
`Cc1nc2ccccc2c(=O)n1-c1cc(F)ccc1F` gave M1 antag -4.0, OXTR potentiator -8.3, M1 PAM 6.7, CHO parental Ca -0.8, TAAR1 agonist 1.7, OXTR agonist -0.4, CHRM1 agonist -4.6, V1aR counter 0.6 and TAAR1 antagonist -20.2.
For CCOP(=O)(OCC)c1ccc(OP(=O)(c2cccc([N+](=O)[O-])c2)c2cccc([N+](=O)[O-])c2)cc1 the results were M1 antag -11.6, OXTR potentiator -2.3, M1 PAM 7.8, CHO parental Ca -0.4, TAAR1 agonist 5.2, OXTR agonist -0.7, CHRM1 agonist -1.7, V1aR counter 0.6 and TAAR1 antagonist -17.0.
Screening COc1ccc(N=Cc2c(O)n(Cc3ccccc3)c(=S)[nH]c2=O)c(OC)c1 returned M1 antag -10.7, OXTR potentiator -15.8, M1 PAM 6.5, CHO parental Ca -35.4, TAAR1 agonist 1.9, OXTR agonist 0.7, CHRM1 agonist -1.7, V1aR counter 0.4 and TAAR1 antagonist 1.0.
For CNC(=O)O/N=C/c1nn(C(=O)C(C)(C)C)cc1Br the results were M1 antag 15.8, OXTR potentiator -7.0, M1 PAM -6.8, CHO parental Ca 5.3, TAAR1 agonist 0.2, OXTR agonist -0.7, CHRM1 agonist -0.7, V1aR counter 1.9 and TAAR1 antagonist -15.6.
Screening CCCCC(CC)CNCC(O)c1ccccc1 (stereo not given) returned M1 antag -6.5, OXTR potentiator -9.7, M1 PAM 8.6, CHO parental Ca -15.9, TAAR1 agonist 52.9*, OXTR agonist 1.9, CHRM1 agonist -3.5, V1aR counter 0.7 and TAAR1 antagonist 4.6.
`CSc1ncc(/C=C2/C(=O)NC(=O)N(C3CCCCC3)C2=O)cn1` gave M1 antag 2.6, OXTR potentiator 1.4, M1 PAM -1.0, CHO parental Ca -17.4, TAAR1 agonist 13.1, OXTR agonist 1.1, CHRM1 agonist 4.9, V1aR counter 3.0 and TAAR1 antagonist 10.0.
For CCCCn1c(O)c(C(C)=NCCCN(C)C)c(=O)[nH]c1=O the results were M1 antag -8.1, OXTR potentiator -5.8, M1 PAM 13.4, CHO parental Ca -8.8, TAAR1 agonist 1.8, OXTR agonist -0.5, CHRM1 agonist -6.9, V1aR counter 0.5 and TAAR1 antagonist -5.4.
Screening CCC1CN1P(=O)(Oc1ccc(Cl)cc1)N1CC1CC (stereo not given) returned M1 antag -13.4, M1 PAM 4.5, TAAR1 agonist -1.3, CHRM1 agonist -4.2 and TAAR1 antagonist 11.1.
For CSCCC(c1nnnn1C1CCCCC1)N1CCC2(CC1)C(=O)NCN2c1ccccc1 (stereo not given) the results were M1 antag -20.3, M1 PAM 3.5, TAAR1 agonist 1.9, CHRM1 agonist 3.1 and TAAR1 antagonist -6.2.
O=c1[nH]c(=O)n(Cc2ccco2)c(O)c1C=NCc1cccs1 was read as M1 antag 1.3, OXTR potentiator 1.7, M1 PAM -0.8, CHO parental Ca -4.5, TAAR1 agonist 6.2, OXTR agonist 0.8, CHRM1 agonist -4.4, V1aR counter 1.1 and TAAR1 antagonist -1.1.
`NCCc1c[nH]c2ccc(C(N)=O)cc12` gave M1 antag -13.3, OXTR potentiator 3.0, M1 PAM -1.9, CHO parental Ca -4.1, TAAR1 agonist 6.9, OXTR agonist 0.5, CHRM1 agonist -2.5, V1aR counter 0.6 and TAAR1 antagonist -20.1.
For O=C1C=CC(=O)C2C1C1(Cl)C(Cl)=C(Cl)C2(Cl)C1(Cl)Cl (stereo not given) the results were M1 antag 2.9, M1 PAM 0.9, TAAR1 agonist 19.3, CHRM1 agonist 5.4 and TAAR1 antagonist 43.2.
CCC(=Nc1cc(OC)ccc1OC)c1c(O)[nH]c(=O)[nH]c1=O was read as M1 antag 3.5, OXTR potentiator -11.1, M1 PAM 4.8, CHO parental Ca -9.5, TAAR1 agonist 2.5, OXTR agonist 1.1, CHRM1 agonist -2.3, V1aR counter 0.3 and TAAR1 antagonist -13.8.
Screening CCc1ccc(C(=O)C23CN4CN(CN(C4)C2)C3)cc1 returned M1 antag 3.7, OXTR potentiator -4.9, M1 PAM -4.8, CHO parental Ca -8.0, TAAR1 agonist 9.6, OXTR agonist -0.2, CHRM1 agonist -6.8, V1aR counter 0.5 and TAAR1 antagonist -14.6.
O=[N+]([O-])c1ccc(N2CCNCC2)cc1NCC1CCCO1 (stereo not given) was read as M1 antag 7.2, OXTR potentiator -3.8, M1 PAM -3.2, CHO parental Ca -4.5, TAAR1 agonist 6.8, OXTR agonist -0.7, CHRM1 agonist -5.3, V1aR counter -0.4 and TAAR1 antagonist -8.8.
Screening Cn1c(O)c(C=NCCN2CCOCC2)c(=O)[nH]c1=S returned M1 antag 17.9, OXTR potentiator 8.2, M1 PAM -5.3, CHO parental Ca -13.0, TAAR1 agonist 0.8, OXTR agonist 1.3, CHRM1 agonist -1.5, V1aR counter 1.7 and TAAR1 antagonist -7.7.
CCN1CCN(S(=O)(=O)c2ccc(Cl)c(C(=O)Nc3ccc(C(=O)N(CC)CC)cc3)c2)CC1 was read as M1 antag 2.6, OXTR potentiator -2.9, M1 PAM -0.5, CHO parental Ca -16.5, TAAR1 agonist 3.2, OXTR agonist 2.0, CHRM1 agonist -5.6, V1aR counter 0.5 and TAAR1 antagonist -24.3.
For O=P1(c2ccccc2)Nc2ccccc2N1c1ccccc1 (stereo not given) the results were M1 antag 11.2, M1 PAM -16.6, TAAR1 agonist 7.2, CHRM1 agonist -7.8 and TAAR1 antagonist -30.1.
`O=C1/C(=C\c2cccnc2)N2CCC1CC2` gave M1 antag 5.9, OXTR potentiator -7.1, M1 PAM -3.8, CHO parental Ca 12.7, TAAR1 agonist 7.7, OXTR agonist 1.2, CHRM1 agonist -3.5, V1aR counter 2.1 and TAAR1 antagonist -12.5.
Screening Cc1ccc2c(c1)N(CCC(=O)N1CCC3(CC1)OCCO3)C(=O)CO2 returned M1 antag -4.0, OXTR potentiator 2.4, M1 PAM 0.1, CHO parental Ca -10.9, TAAR1 agonist 1.4, OXTR agonist 0.8, CHRM1 agonist -6.8, V1aR counter 0.5 and TAAR1 antagonist 14.8.
Screening COc1ccc(/C=C/C(=O)NC(=S)N2C[C@H]3C[C@H](C2)c2cccc(=O)n2C3)cc1OC returned M1 antag -4.7, OXTR potentiator 0.1, M1 PAM 1.3, CHO parental Ca 6.2, TAAR1 agonist 0.2, OXTR agonist 0.4, CHRM1 agonist -6.1, V1aR counter 2.0 and TAAR1 antagonist -8.1.
Screening CCn1cc(CN2CCCC(C(=O)c3sccc3C)C2)cn1 (stereo not given) returned M1 antag -7.2, OXTR potentiator -3.6, M1 PAM 6.5, CHO parental Ca -15.1, TAAR1 agonist -1.1, OXTR agonist -0.1, CHRM1 agonist -15.8, V1aR counter 0.6 and TAAR1 antagonist 19.2.
